High-throughput results as filed in PubChem BioAssay.
COUP-TFII inh: inhibitors of human COUP-TFII (NR2F2); 370,000 compounds, 0.7% hits; HEK293T NGFI-A luciferase reporter, luminescence; inhibition, % at 8.6 µM; P24468; AID 686940;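 active = inhibition above a per-plate cutoff, mean inhibition of test wells between control levels plus 3 SD, cut at about 38% in these data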;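 note: cells cotransfected with COUP-TFII expression vector driving the NGFI-A reporter; 0% = median of COUP-TF2 test wells and 100% = reporter-only cells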
Target sequence (P24468 whole entry, looked up): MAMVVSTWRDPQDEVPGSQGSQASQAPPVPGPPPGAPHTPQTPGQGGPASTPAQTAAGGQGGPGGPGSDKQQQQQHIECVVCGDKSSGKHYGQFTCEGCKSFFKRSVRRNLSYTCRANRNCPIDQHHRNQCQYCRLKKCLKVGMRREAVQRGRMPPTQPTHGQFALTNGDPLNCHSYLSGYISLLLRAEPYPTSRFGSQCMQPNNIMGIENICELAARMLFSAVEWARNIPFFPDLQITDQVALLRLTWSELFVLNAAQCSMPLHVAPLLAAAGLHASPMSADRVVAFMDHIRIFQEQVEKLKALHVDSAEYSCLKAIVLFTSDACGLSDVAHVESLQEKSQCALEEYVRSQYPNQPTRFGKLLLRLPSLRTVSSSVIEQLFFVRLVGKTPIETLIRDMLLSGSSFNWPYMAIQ
SRC2 inh: human SRC2 (NCOA2) inhibition; Q15596; HEK293 GAL4-SRC2 luciferase reporter, luminescence; inhibition, % at 9 µM; 370,000 compounds, 0.17% hits;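 active = inhibition above the mean inhibition of all tested compounds plus 3 SD, set per campaign, cut at about 52% in these data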;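 note: 0% = DMSO treated cells and 100% = cells given Gossypol at 36 µM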
* hit, by the source's call. An excerpt; rates above refer to the full screens.

SMILES | COUP-TFII inh | SRC2 inh
C[C@@H](CN1C2=NC[C@@H](Cc3ccccc3)N2C[C@H]1Cc1ccc(O)cc1)NC(=O)CCC1CCCCC1 | 2.5 | -17.9
CCCCCCc1cc2cc(-c3nnc(-c4cccc(OC)c4)o3)c(=O)oc2cc1O | 5.7 | -14.6
O=C(Cn1nnc(-c2ccncc2)n1)Nc1ccc(F)cc1F | -6.0 | -9.8
CCCC(=O)Nc1cccc(C(=O)Nc2ccccc2OCC)c1 | 8.0 | 12.8
O=C(CSc1nnc(COc2ccc(Cl)cc2)n1Cc1ccco1)Nc1cccc2ccccc12 | 19.8 | -22.6
Cc1ccc(S(=O)(=O)N2CC3=C(c4ccccc4)CC4(C)C(=O)C(C)(C)CC4=C3C2)cc1 (stereo unspecified) | 2.6 | -3.9
CCCCN(CCCC)CCCNC(=O)Cn1cc(C)c(=O)[nH]c1=O | -1.9 | -25.5
N#Cc1ccc2nc(-c3ccc(CN4CCC(c5nc6ccccc6[nH]5)CC4)cc3)c(-c3ccccc3)nc2c1 | 20.0 | -29.8
COc1ccc(OC)c(S(=O)(=O)N2CCCC(C(=O)N3CCN(Cc4ccccc4)CC3)C2)c1 (stereo unspecified) | 8.2 | -3.6
NC(=O)[C@H]1CC2(CC(c3cccc(NC(=O)[C@H]4CCC(=O)N4)c3)=NO2)CN1C(=O)CC(c1ccccc1)c1ccccc1 (stereo partly specified) | -3.1 | -10.2
COC(=O)[C@]12C[C@H](CC(=O)N3CCOCC3)C(=O)N(Cc3ccccc3)C1=C[C@H](C(C)(C)C)O[C@@H]2C | -6.5 | -6.5
O=C(Nc1ccccc1)C1=C[C@H](c2ccc(C(F)(F)F)cc2)C[C@H](OCc2ccc(CO)cc2)O1 | -9.6 | -16.5
CCC(c1nc2ccccc2[nH]1)n1c(C)nc2ccccc21 (stereo unspecified) | -24.4 | 10.6
COc1ccc(-c2cc(-c3nnc(SCC(=O)N4CCOCC4)n3N)[nH]n2)cc1 | -2.5 | 13.8
COc1ccc(-n2c(SCC(=O)N/N=C(/C)c3cccc(O)c3)nc3ccccc3c2=O)cc1 | -6.8 | 5.8
N#CCC[C@@H]1CC[C@]2(CCCN(C(=O)c3ccno3)C2)O1 | 2.3 | -22.4
Nc1ccc2ccc(NS(=O)(=O)N3CCCCC3)cc2c1 | -4.7 | -13.7
O=C(Nc1nc2ncccn2c1-c1ccc(C(F)(F)F)cc1)c1ccccc1 | 5.4 | -4.4
CC(=O)CC[C@@H]1CC[C@]2(CCCN(C(=O)c3ccno3)C2)O1 | 9.4 | -22.3
Cc1ccc(NC(=O)OC2CC3CC2[C@H]2CCCCN2[C@H]3Cc2ccccc2)cc1 (stereo partly specified) | -17.8 | -5.7
C=CCN1[C@@H](Cc2ccccc2)COc2cccc(N3CCCC3)c2S1(=O)=O | -8.0 | 27.2
COC(=O)[C@]12C[C@H](CC(=O)NCc3ccc(C)o3)C(=O)N(Cc3cccc4ccccc34)C1=C[C@H](C(C)(C)C)O[C@@H]2C | 17.0 | -6.0
CC(C)(C)C(=O)N1CCC[C@]2(CC[C@H](CCC#N)O2)C1 | -12.2 | -5.7
CCCCCCCCN1C(=O)[C@@H](CC(=O)N2CCCCC2)C[C@@]2(C(=O)OC)C1=C[C@H](C(C)C)O[C@@H]2C1CC1 | 7.0 | 28.4
COC(=O)C1=CC(=O)N2CCN=C2S1 | 1.7 | -8.0

Compound profiles (already shown).
Profile of `CCCCCCc1cc2cc(-c3nnc(-c4cccc(OC)c4)o3)c(=O)oc2cc1O` = COUP-TFII inh = 5.7; SRC2 inh = -14.6
Profile of `CCCCCCCCN1C(=O)[C@@H](CC(=O)N2CCCCC2)C[C@@]2(C(=O)OC)C1=C[C@H](C(C)C)O[C@@H]2C1CC1` = COUP-TFII inh = 7.0; SRC2 inh = 28.4

(more compounds)
SMILES | COUP-TFII inh | SRC2 inh
COC(=O)C1=C(C)N(Cc2ccc(C(F)(F)F)cc2)C(=NCc2ccc3c(c2)OCO3)NC1c1cccc(Cl)c1 (stereo unspecified) | -3.8 | 9.7
CCCc1cc(SCC(=O)Nc2c(C)n(C)n(-c3ccccc3)c2=O)n2c(nc3ccccc32)c1C#N | 11.8 | -29.1
COC(=O)[C@]12C[C@H](CC(=O)NCc3cccc4ccccc34)C(=O)N(Cc3ccccc3)C1=C[C@H](C(C)C)O[C@@H]2C1CC1 | 5.7 | 2.7
COc1cccc(CNC(=O)CCCN2C(=O)COc3ccc(C)cc32)c1OC | 7.7 | 2.8
C/C(=C/c1c[n+](Cc2ccc3c(c2)OCO3)c(N)[nH]1)Cn1[nH]c(=O)n(-c2ccccc2)c1=O | -0.3 | -12.5
COC(=O)C1=C(C)N(Cc2cccc(C(F)(F)F)c2)C(=NCc2cc(OC)c(OC)c(OC)c2)NC1c1ccc(Cl)cc1 (stereo unspecified) | 8.9 | -0.5
COC(=O)N1C[C@H](OCc2cn(-c3ccc(OC)cc3)nn2)[C@H]2C[C@@H]1c1ccccc1O2 | 19.1 | 0.9
CCCC[C@H](CCCc1ccc(F)cc1)CCC(=O)N(c1ccccc1)c1ccccc1 | -16.0 | 8.0
C[C@H]1C2CC(OC(=O)NCc3ccccc3)C(C2)[C@H]2CCCCN21 (stereo partly specified) | -1.6 | 2.2
COC(=O)[C@]12C[C@H](CC(=O)N3CCOCC3)C(=O)N(Cc3cccc4ccccc34)C1=C[C@H](C(C)C)O[C@@H]2C1CC1 | -15.3 | 0.8
CCCCc1c(-c2ccccc2OC)ncn1Cc1ccc(C)cc1 | 21.0 | -3.8
COC(=O)[C@]12C[C@H](CC(=O)N3CCCCC3)C(=O)N(Cc3ccc(Cl)cc3Cl)C1=C[C@H](C(C)C)O[C@@H]2C1CC1 | -20.4 | -4.9
Cc1ccccc1NC(=O)OCCCN1C(=O)CCC12CCC(C)CC2 (stereo unspecified) | 17.7 | 2.2
O=C(OC12CCCN(C1)/C(=C/c1ccc(Cl)cc1)C2)c1ccc(F)cc1 (stereo unspecified) | -3.9 | 18.6
COc1ccc(NC(=O)N(C)C[C@@H]2OCc3cnnn3CCCC(=O)N([C@H](C)CO)C[C@H]2C)c(OC)c1 | -4.4 | -1.8
CC(C)n1c(-c2ccccc2)nc(=S)c2c1CCCC2 | 24.2 | 10.4
COc1ccc(-c2nnc(SCC(=O)N/N=C\C=C/c3ccco3)n2-c2ccc(C)cc2)cc1 | 9.6 | -16.2
O=C(CCc1nc(-c2ccccc2F)no1)NCCc1c[nH]c2ccccc12 | 3.8 | -9.9
COc1ccc(S[C@]2(C(=O)N3CCCC3)CC(=O)N(C(=O)/C=C/c3ccccc3)[C@@H]2c2ccc(OC)cc2)cc1 | 15.2 | 4.7
C#CCN1CC(N(C)CCOC(=O)c2cc3ccccc3[nH]2)CS1(=O)=O (stereo unspecified) | 1.1 | 14.2
O=C(c1cccs1)N1CC[C@H]2[C@H](CCCN2Cc2cc(F)cc(F)c2)C1 | 9.8 | 4.7
O=C(NCc1cccs1)C1CCCN(S(=O)(=O)c2ccc([N+](=O)[O-])cc2)C1 (stereo unspecified) | -10.3 | 1.9
COc1ccc(-c2cc(C(=O)N/N=C/C(C)=C\c3ccco3)[nH]n2)cc1 | -71.6 | -11.8
CC(C)(C)c1ccc(-c2cn(C[C@H](Cc3ccccc3)n3c(=O)c4ccccc4n3Cc3ccno3)nn2)cc1 | 12.1 | 0.2
COCCSc1nnc(-c2cccnc2)n1Cc1ccccc1 | -2.0 | -7.6

Arranged by number of heavy atoms (falling): part of the list above
SMILES | COUP-TFII inh | SRC2 inh
CC(C)(C)c1ccc(-c2cn(C[C@H](Cc3ccccc3)n3c(=O)c4ccccc4n3Cc3ccno3)nn2)cc1 | 12.1 | 0.2
CCCCc1c(-c2ccccc2OC)ncn1Cc1ccc(C)cc1 | 21.0 | -3.8
C[C@H]1C2CC(OC(=O)NCc3ccccc3)C(C2)[C@H]2CCCCN21 (stereo partly specified) | -1.6 | 2.2
COCCSc1nnc(-c2cccnc2)n1Cc1ccccc1 | -2.0 | -7.6

(continued)
SMILES | COUP-TFII inh | SRC2 inh
O=C(CSc1nnc(-c2cccs2)n1Cc1ccco1)Nc1ccc(Oc2ccccc2)cc1 | -0.4 | 0.9
Fc1ccc(-c2cc(-c3nnc4sc(Cc5cccs5)nn34)[nH]n2)cc1 | 11.7 | 9.5
CN1CCN(c2ccc3c(c2)Oc2ccccc2CN(Cc2cn(Cc4ccccc4C(F)(F)F)nn2)S3(=O)=O)CC1 | 8.6 | 0.6
COC(=O)C1=C(C)N(Cc2ccccc2C(F)(F)F)C(=NCC2CC2)NC1c1cccc(F)c1 (stereo unspecified) | 0.1 | -0.6
C[C@@H]1CN([C@H](C)CO)C(=O)c2cc(NC(=O)Nc3ccc(F)cc3)ccc2O[C@@H](C)CCCCO[C@@H]1CN(C)C(=O)CCCN(C)C | -2.7 | -10.3
Cc1cc2c(c(=O)o1)[C@@]1(C(=O)N(C)c3ccccc31)C1=C(CCCC1=O)O2 | -11.6 | 6.7
CC(=C1SC(=S)NC1=O)c1ccc(Cl)c(O)c1 | -3.5 | -4.0
CN(C)C(=O)N1CCN(C(=O)[C@H]2O[C@@H](n3ccc(N)nc3=O)[C@H](O)[C@@H]2O)CC1 | 3.9 | -11.8
CN(CCO)c1cccc2c1S(=O)(=O)N(Cc1cn(Cc3ccc(C(F)(F)F)cc3)nn1)Cc1ccccc1O2 | -35.7 | 2.5
CCN(CC)c1ccc(C=NNC(=O)c2cc(-c3ccc(C)c(C)c3)n[nH]2)c(O)c1 | -33.8 | 25.8
CN=C1S/C(=C\c2cccn2-c2cccc(Br)c2)C(=O)N1C | -9.6 | -11.1
CCOc1cccc(-c2nn3c(-c4cccc(C)c4)nnc3s2)c1 | -10.7 | -8.8
CCCCCCCCN1C(=O)[C@@H](CC(=O)N2CCCCC2)C[C@@]2(C(=O)OC)C1=C[C@H](COCc1ccccc1)O[C@@H]2C | 8.3 | -2.0
CC(C)(C)N1Cc2nnn(CC3CCCCC3)c2-c2ccccc2S1(=O)=O | -3.8 | 13.3
COc1ccc(NC(=O)CN2CCC3(O)CCCCC3C2c2ccccc2OC)cc1 (stereo unspecified) | -9.8 | 9.6
Clc1ccc(-c2nnc3n2N=C(c2ccc(-c4ccccc4)cc2)CS3)c(Cl)c1 | 15.2 | 19.0
Cc1ccccc1CN1[C@@H](C)[C@H](c2ccccc2)Oc2cccc(N3CCCC3)c2S1(=O)=O | -4.5 | -27.8
CCNC(=O)Nc1ccc2c(c1)C(=O)N(C)[C@H]1CC[C@H](CC(=O)N[C@H](C)c3ccccc3)O[C@@H]1CO2 | 8.2 | 3.8
O=C(/C=C(\Nc1cc(Cl)c(Cl)c(Cl)c1)c1ccccc1)c1ccccc1 | 5.8 | -11.8
Cc1ccccc1NC(=O)[C@H]1CC(=O)O[C@@H]1c1ccccc1 | 1.7 | 13.1
OC(c1ccccc1)(c1ccccc1)C1CCN(CCCNc2ccccc2F)CC1 | -3.2 | -56.6
Cc1ccc2nc3n(c(=O)c2c1)-c1ccccc1C(=O)NC3Cc1ccccc1 (stereo unspecified) | -7.1 | 12.4
CC1(c2nnnn2Cc2ccccc2)CN(S(C)(=O)=O)CC(=O)N1Cc1cccs1 (stereo unspecified) | -9.7 | -12.7
Cc1ccc(OCc2nnc(SC/C=C/c3ccccc3)n2Cc2ccco2)cc1 | -1.6 | -13.4
C=CCN=C1NC(c2cccc(C(F)(F)F)c2)C(C(=O)OC)=C(C)N1C (stereo unspecified) | -9.8 | -11.9
O=C(NCCc1c[nH]c2ccccc12)OCc1cn(Cc2cccc(F)c2)nn1 | -19.6 | -13.7

Five entries drawn at random from those above, as already listed:
SMILES | COUP-TFII inh | SRC2 inh
CC1(c2nnnn2Cc2ccccc2)CN(S(C)(=O)=O)CC(=O)N1Cc1cccs1 (stereo unspecified) | -9.7 | -12.7
C=CCN=C1NC(c2cccc(C(F)(F)F)c2)C(C(=O)OC)=C(C)N1C (stereo unspecified) | -9.8 | -11.9
Cc1ccccc1CN1[C@@H](C)[C@H](c2ccccc2)Oc2cccc(N3CCCC3)c2S1(=O)=O | -4.5 | -27.8
Clc1ccc(-c2nnc3n2N=C(c2ccc(-c4ccccc4)cc2)CS3)c(Cl)c1 | 15.2 | 19.0
O=C(CSc1nnc(-c2cccs2)n1Cc1ccco1)Nc1ccc(Oc2ccccc2)cc1 | -0.4 | 0.9
